Mtb UGM inh – inhibitors of M. tuberculosis UDP-galactopyranose mutase; P9WIQ1; purified UGM, fluorescence polarization probe displacement; inhibition, % at 10 µM; 320,000 compounds, 0.06% hits; AID 504406; in the data active = inhibition above about 10%, passing the limit was not always enough
BioA inh – inhibitors of Mycobacterium tuberculosis BioA enzyme | purified M. tuberculosis BioA enzyme, plate reader | 360,000 compounds, 0.096% hits | inhibition, % at 9.99 µM; in the data active = inhibition above about 40%
Y pestis TopoI – inhibitors of Yersinia pestis topoisomerase I | 360,000 compounds, 0.064% hits | Y. pestis Topo-I cleavage product accumulation, plate reader | activity, % at 10 µM; in the data active = activity above about 50%, passing the limit was not always enough; also: inactives centre near 2
TcdB GH inh – inhibitors of Clostridioides difficile toxin B glycohydrolase; P18177; TcdB glycohydrolase enzymatic assay, plate reader; inhibition, % at 9.99 µM; 350,000 compounds, 0.24% hits; AID 652162; in the data active = inhibition above about 10%
Target sequence (P18177 whole entry, looked up): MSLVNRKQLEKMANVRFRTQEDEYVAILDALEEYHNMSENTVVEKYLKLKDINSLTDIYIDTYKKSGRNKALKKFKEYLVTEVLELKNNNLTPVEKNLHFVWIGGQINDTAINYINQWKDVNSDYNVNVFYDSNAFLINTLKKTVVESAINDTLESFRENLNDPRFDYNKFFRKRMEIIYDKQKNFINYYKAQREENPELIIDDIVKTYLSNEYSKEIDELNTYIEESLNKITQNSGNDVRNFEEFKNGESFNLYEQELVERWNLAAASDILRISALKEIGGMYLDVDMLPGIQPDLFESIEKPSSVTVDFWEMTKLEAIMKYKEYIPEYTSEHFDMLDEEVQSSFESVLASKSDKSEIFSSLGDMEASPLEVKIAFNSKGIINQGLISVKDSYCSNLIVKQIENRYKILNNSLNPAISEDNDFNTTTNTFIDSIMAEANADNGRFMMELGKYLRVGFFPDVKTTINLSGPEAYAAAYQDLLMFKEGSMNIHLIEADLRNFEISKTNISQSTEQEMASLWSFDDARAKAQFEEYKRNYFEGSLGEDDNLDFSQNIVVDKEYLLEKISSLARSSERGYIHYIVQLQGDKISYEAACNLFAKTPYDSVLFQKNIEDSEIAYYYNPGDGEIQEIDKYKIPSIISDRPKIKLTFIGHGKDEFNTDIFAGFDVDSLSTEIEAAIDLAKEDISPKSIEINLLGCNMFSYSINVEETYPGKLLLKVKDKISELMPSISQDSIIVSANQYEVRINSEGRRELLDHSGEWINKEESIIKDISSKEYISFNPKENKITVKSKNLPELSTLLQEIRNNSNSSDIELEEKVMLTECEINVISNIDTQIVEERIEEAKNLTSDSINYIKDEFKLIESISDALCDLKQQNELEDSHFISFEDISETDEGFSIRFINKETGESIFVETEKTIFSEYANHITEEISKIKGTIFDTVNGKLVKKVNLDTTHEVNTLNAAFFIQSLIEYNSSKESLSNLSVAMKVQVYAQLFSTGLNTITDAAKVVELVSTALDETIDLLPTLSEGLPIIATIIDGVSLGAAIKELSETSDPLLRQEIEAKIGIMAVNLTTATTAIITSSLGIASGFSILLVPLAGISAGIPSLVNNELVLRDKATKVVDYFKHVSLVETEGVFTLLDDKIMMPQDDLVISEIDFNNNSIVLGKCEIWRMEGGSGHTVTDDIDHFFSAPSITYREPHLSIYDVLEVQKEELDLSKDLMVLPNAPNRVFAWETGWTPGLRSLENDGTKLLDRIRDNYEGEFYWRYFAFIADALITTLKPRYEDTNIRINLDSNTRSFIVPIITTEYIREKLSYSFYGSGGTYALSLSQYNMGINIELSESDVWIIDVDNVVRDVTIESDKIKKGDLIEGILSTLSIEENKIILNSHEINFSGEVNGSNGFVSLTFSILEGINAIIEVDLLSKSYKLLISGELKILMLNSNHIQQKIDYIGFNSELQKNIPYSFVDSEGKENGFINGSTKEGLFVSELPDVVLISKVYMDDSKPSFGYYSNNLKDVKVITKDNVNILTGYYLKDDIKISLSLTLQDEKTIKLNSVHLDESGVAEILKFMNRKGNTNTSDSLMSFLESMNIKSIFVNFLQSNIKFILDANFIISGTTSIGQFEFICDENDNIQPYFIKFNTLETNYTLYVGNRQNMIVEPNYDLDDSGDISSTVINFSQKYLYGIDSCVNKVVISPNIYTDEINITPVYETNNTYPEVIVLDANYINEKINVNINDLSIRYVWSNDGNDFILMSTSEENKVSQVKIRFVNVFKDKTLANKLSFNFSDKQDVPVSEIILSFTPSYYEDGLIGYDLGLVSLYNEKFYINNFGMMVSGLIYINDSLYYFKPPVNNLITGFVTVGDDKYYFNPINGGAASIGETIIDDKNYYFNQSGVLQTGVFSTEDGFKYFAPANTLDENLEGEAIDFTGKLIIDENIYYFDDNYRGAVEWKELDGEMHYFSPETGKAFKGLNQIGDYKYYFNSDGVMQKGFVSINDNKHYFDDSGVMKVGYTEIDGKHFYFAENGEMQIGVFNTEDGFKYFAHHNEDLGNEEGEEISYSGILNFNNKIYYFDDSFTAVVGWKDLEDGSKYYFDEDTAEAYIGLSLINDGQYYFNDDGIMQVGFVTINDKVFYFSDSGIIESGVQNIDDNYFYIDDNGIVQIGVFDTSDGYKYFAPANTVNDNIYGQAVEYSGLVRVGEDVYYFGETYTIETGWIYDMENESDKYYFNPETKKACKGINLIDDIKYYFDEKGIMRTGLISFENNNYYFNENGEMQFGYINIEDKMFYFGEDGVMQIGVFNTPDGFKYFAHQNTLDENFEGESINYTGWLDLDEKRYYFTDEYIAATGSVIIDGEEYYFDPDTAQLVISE
PfHsp40 yeast – compounds rescuing yeast from Plasmodium falciparum HSP40 toxicity; S. cerevisiae expressing PfHsp40, growth rescue, ATP luminescence; growth rescue, % at 12.5 µM; AID 504582; 340,000 compounds, 0.68% hits; in the data active = growth rescue above about 28%, passing the limit was not always enough;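 also: yeast W303a lacking pdr1 and pdr3 grown in galactose medium; growth measured after three days at 30 °C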
BH1578 lux ind – inducers of Vibrio cholerae quorum light production without autoinducers. V. cholerae BH1578 lux reporter, luminescence, 6 h. 350,000 compounds, 0.16% hits. activation, % at 18.7 µM; in the data active = activation mostly above about 9.7%, no sharp cut-off; also: not every result past the cut was called active; inactives centre near 0; reference of the scale not given here
FBA Mtb inh – inhibits M. tuberculosis FBA enzyme. P9WQA3. purified M. tuberculosis FBA, fluorescence read-out. inhibition, % at 1 µM. 360,000 compounds, 2.3% hits; in the data active = inhibition above about 27%;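 also: 0% = vehicle and 100% = reference inhibitor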
FadD28 FP inh – blocks FadD28 binding to the bisubstrate probe; fluorescence polarization; inhibition, % at 12.5 µM; 360,000 compounds, 0.22% hits; AID 588549; in the data active = inhibition above about 8.5%, passing the limit was not always enough
GDH-TPI inh – inhibits GDH-TPI coupling enzymes, artifact for Mtb FBA screen; GDH-TPI coupled enzyme counterscreen, NADH absorbance; inhibition, % at 4.8 µM; 360,000 compounds, 1.2% hits; AID 588335; in the data active = inhibition above about 30%;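 also: 0% = DMSO wells and 100% = wells lacking the enzyme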
Numbers without * were called inactive; i = inactive; nt = no result given; & = joins results of further samples. An unsorted share of the library, and some 4.6% of all compounds hit somewhere here.

Start of the listing, in advance:
SMILES	Mtb UGM inh	BioA inh	Y pestis TopoI	TcdB GH inh	PfHsp40 yeast	BH1578 lux ind	FBA Mtb inh	FadD28 FP inh	GDH-TPI inh
COc1ccc(S(=O)(=O)NCC2CCCO2)cc1NC(=O)c1ccccc1 (stereo unspecified)	1.6	-1.8	2	0.1	-0.1	-3.4	10	-0.2	2
CCCCN1C(=O)CC(C(=O)OCC)=C1C	nt	0.2	11	-0.4	-1.9	2.7	5	0.3	-9
Cc1ccc(NS(=O)(=O)c2cc(C(N)=O)ccc2C)cc1	-0.9	-1.1	10	4.0	-1.2	-0.2	-1	-2.5	2
O=C(Nc1ccc(N2CCN(C(=O)c3ccco3)CC2)cc1)c1cccc(F)c1	1.0	3.6	8	nt	-0.1	i	0	-1.2	4
CCn1c2ccccc2c2cc(CN3CCN(Cc4cc(OC)ccc4O)CC3)ccc21	-0.3	-1.9	5	0.7	0.3	-0.4	1	0.0	0
O=C(NNC(=O)c1cccs1)c1cccnc1	1.4	-4.0	0	-0.5	-0.6	i	1	-1.7	12
Cc1ccc2c(C)c(C)c(=O)n(C)c2c1	nt	nt	-4	0.4	-0.5	i	-2	-3.4	3
CC(C)c1csc(CN2CCCC(CNC(=O)c3cccc4ccccc34)C2)n1 (stereo unspecified)	2.3	-0.7	31	1.8	-0.4	-5.3	0	-1.2	5
CC1CCC(NC(=O)c2cc3c(=O)n(C)c4ccccc4c3n2C)CC1 (stereo unspecified)	5.7	-0.9	11	1.3	-0.4	i	4	-1.6	10

The whole of this part (from the top)
SMILES	Mtb UGM inh	BioA inh	Y pestis TopoI	TcdB GH inh	PfHsp40 yeast	BH1578 lux ind	FBA Mtb inh	FadD28 FP inh	GDH-TPI inh
COc1ccc(S(=O)(=O)NCC2CCCO2)cc1NC(=O)c1ccccc1 (stereo unspecified)	1.6	-1.8	2	0.1	-0.1	-3.4	10	-0.2	2
CCCCN1C(=O)CC(C(=O)OCC)=C1C	nt	0.2	11	-0.4	-1.9	2.7	5	0.3	-9
Cc1ccc(NS(=O)(=O)c2cc(C(N)=O)ccc2C)cc1	-0.9	-1.1	10	4.0	-1.2	-0.2	-1	-2.5	2
O=C(Nc1ccc(N2CCN(C(=O)c3ccco3)CC2)cc1)c1cccc(F)c1	1.0	3.6	8	nt	-0.1	i	0	-1.2	4
CCn1c2ccccc2c2cc(CN3CCN(Cc4cc(OC)ccc4O)CC3)ccc21	-0.3	-1.9	5	0.7	0.3	-0.4	1	0.0	0
O=C(NNC(=O)c1cccs1)c1cccnc1	1.4	-4.0	0	-0.5	-0.6	i	1	-1.7	12
Cc1ccc2c(C)c(C)c(=O)n(C)c2c1	nt	nt	-4	0.4	-0.5	i	-2	-3.4	3
CC(C)c1csc(CN2CCCC(CNC(=O)c3cccc4ccccc34)C2)n1 (stereo unspecified)	2.3	-0.7	31	1.8	-0.4	-5.3	0	-1.2	5
CC1CCC(NC(=O)c2cc3c(=O)n(C)c4ccccc4c3n2C)CC1 (stereo unspecified)	5.7	-0.9	11	1.3	-0.4	i	4	-1.6	10
CCCCNC(=O)Nc1ccccc1Br	0.5	nt	9	1.0	-1.1	-0.2	-1	-3.4	-2
CS(=O)(=O)Nc1cccc(NC(=O)c2ccc(-n3ccnc3)c3ccoc23)c1	nt	0.6	5	0.0	nt	-0.3	-3	-4.6	0
Cc1nc(-c2ccc(Cl)cc2)sc1C1(C)CC(c2cccnc2)=NO1 (stereo unspecified)	1.0	5.7	25	0.1	1.0	-0.3	1	-2.8	-1
Nc1nc2ccc(Br)cc2s1	nt	-0.9	-4	0.3	nt	i	5	-4.6	10
CCNC(=O)CN(c1ccc(C)cc1)S(=O)(=O)c1ccc(SC)cc1	-4.4	-0.6	0	nt	0.3	0.2	-1	-2.1	2
CC(CC(=O)O)n1nnc2ccccc21 (stereo unspecified)	-0.5	-1.2	-1	0.2	-1.8	-0.1	2	-3.2	14
Cc1ccc(-c2cc(C(F)(F)F)n3nc(C(=O)Nc4c(C)n(C)n(-c5ccccc5)c4=O)cc3n2)cc1	-1.0	0.0	3	nt	1.7	nt	-4	-1.7	19
CCOC(=O)N/N=C(\C)c1ccc(Br)cc1	2.7	-2.2	3	1.4	1.1	-0.2	-2	-2.1	1
COc1ccc(CN(CC(=O)NCC2CCCO2)C(=O)CCC(=O)Nc2cc(C)ccn2)cc1 (stereo unspecified)	nt	nt	-2	nt	-1.5	-0.4	2	-2.3	8
COc1ccccc1NC(=O)C1(C)Cc2ccccc2C(=O)O1 (stereo unspecified)	-1.7	-1.0	5	0.8	-1.5	-0.6	1	-1.4	9
C1=C(CCNc2nnnn2-c2ccccc2)CCCC1	-0.9	1.7	-3	nt	-0.1	-0.2	3	-1.0	-6
CCOC(=O)N1CCN(C(=O)c2ccc(CS(=O)(=O)c3ccc(OC)cc3)o2)CC1	nt	-0.7	13	-3.8	-0.7	0.7	3	0.8	-5
CC1CCCC(NC(=O)COC(=O)Cc2ccsc2)C1C (stereo unspecified)	3.5	0.2	4	nt	1.2	-10	1	-2.7	-1
CCc1ccc(N(CC(=O)Nc2ccccc2C(=O)N2CCOCC2)S(C)(=O)=O)cc1	2.1	nt	-3	0.2	-0.4	-0.2	1	-1.8	9
CC1CCCCC1NC1=NCCS1 (stereo unspecified)	3.8	0.0	2	nt	0.0	i	0	-1.2	-3
CC12CCC(/C(=C/NNc3ccc([N+](=O)[O-])cc3[N+](=O)[O-])C1=O)C2(C)C (stereo unspecified)	nt	-2.7	-7	1.5	nt	4.5	3	-0.8	23
O=[N+]([O-])c1cccc(Cl)c1NCCNS(=O)(=O)c1ccc(Cl)cc1	1.7	nt	10	nt	3.5	-1.6	-1	-3.4	6
O=C(NC1CC1)C1CSC(c2cccnc2)=N1 (stereo unspecified)	1.5	nt	-2	nt	-0.1	-0.2	2	-2.6	-6
O=C(Cn1nc(-c2ccccc2)c2ccccc2c1=O)Nc1ccc2c(c1)nc1n2CCOC1	1.2	0.4	50	nt	0.2	i	3	-2.9	0
O=C(COc1ccc(Br)cc1)Nc1ccc(S(=O)(=O)Nc2ccccn2)cc1	-0.3	0.7	0	0.4	-1.2	-9.8	5	-3.3	5
COc1ccc2[nH]cc(CCNC(=O)CCC3CCCCC3)c2c1	-2.4	7.2	26	-0.9	0.7	0.7	1	0.7	0
c1ccc(-c2cn3ccccc3n2)cc1	nt	-0.4	7	-0.8	1.9	-0.8	35*	-1.1	4
Cc1c(OCC(=O)NCCCn2ccnc2)ccc2c3c(c(=O)oc12)CCCC3	-1.2	3.8	12	1.2	-0.1	0.7	31*	-2.5	8
CSCCC(NS(=O)(=O)c1ccc(C)cc1)C(=O)NC1CCCCC1 (stereo unspecified)	-1.4	nt	-4	0.1	3.8	i	-1	-3.0	-12
COc1ccc(CCNC(=O)c2ccc(-c3ccc([N+](=O)[O-])cc3Cl)o2)cc1OC	1.0	nt	2	0.9	1.9	-0.2	-1	-3.7	6
Cc1cccn2c(=O)c(C=NCc3ccccc3)c(NCCO)nc12	0.8	0.2	4	0.4	-1.0	i	24	-1.9	20
CSc1ccccc1C(=O)NCc1cccnc1	0.7	-2.0	9	1.8	-1.8	-2.3	2	-0.5	1
CCOC(=O)CN1C(=O)N[C@@H](c2cccc(F)c2)C(C(=O)OC)=C1C	2.6	-0.8	0	0.9	40*	7.1	1	-3.7	-3
CC(Sc1nn(-c2ccc(Cl)cc2)c(=S)s1)C(=O)NCC1CCCO1 (stereo unspecified)	0.9	-1.2	27	0.0	0.5	-0.7	-3	-1.5	11
CN(C)C(=O)CCc1ccc2c3c([nH]c2c1)[C@]1(C)[C@@H](C(=O)N2CCCCC2)C[C@H](CC(=O)NCCCn2ccnc2)C(=O)N1CC3	nt	-1.3	9	0.4	-0.8	-1.1	2	-0.2	-3
CN1CCN(S(=O)(=O)c2cc(Cl)c(Cl)cc2Cl)CC1	1.2	0.2	-1	-0.3	-0.5	0.2	1	-0.2	3
CC(C)c1nc2ccccc2c2nnc(SCC(=O)NCc3ccco3)n12	-0.8	-4.4	-2	nt	-0.8	-0.5	5	-1.2	12
Cc1ccc(NC(=O)CSc2nnc(CNC(=O)c3ccccc3F)o2)cc1Cl	4.8	-1.5	8	0.0	-0.6	-0.4	2	-2.2	6
CN(CC(=O)Nc1ccccc1Br)C(=O)C1CCN(C(=O)c2ccc(Cl)cc2)CC1	1.5	3.2	16	0.5	0.4	1.7	6	0.1	0
CCOC(=O)N1CCN(S(=O)(=O)c2ccc(C(=O)Nc3nnc(C)o3)cc2)CC1	-0.3	-3.0	-2	-0.5	0.6	i	0	-1.3	11
O=S(=O)(NCCc1csc(-c2ccccc2)n1)c1cccnc1	3.7	-0.1	7	-0.7	-0.7	-0.3	1	-14	-3
O=C(CCn1c(=O)c2ccccc2n(Cc2cccc([N+](=O)[O-])c2)c1=O)N1CCc2ccccc2C1	-3.4	-0.5	5	nt	2.7	-0.5	2	-0.8	7
O=C(Nc1ccc(C(F)(F)F)cc1)OC1CN2CCC1CC2 (stereo unspecified)	0.1	nt	-11	-0.7	-0.7	-0.5	4	-0.3	7
Cc1cc(NC(=O)CSc2nnc(-c3ccco3)n2N)no1	0.2	0.3	-2	0.8	0.2	-1.4	1	0.3	6
Cc1ccc(C(=O)N/C(=C\c2cccc([N+](=O)[O-])c2)C(=O)NCc2ccncc2)cc1	1.2	nt	5	nt	-0.5	-0.2	0	-1.0	7
CCCc1ccc(Oc2cc(N3CCOCC3)nc(-c3ccccc3)n2)cc1	1.6	-1.5	2	0.4	0.7	1.0	1	2.3	-8
CN(CC(=O)Nc1c(Cl)cccc1Cl)C(=O)c1ccc2nc[nH]c2c1	-2.7	nt	1	-0.1	0.7	-2.8	-1	0.2	1
CCOC(=O)CON1C(=O)C(=O)N(OCC(=O)OCC)C2CCCCC21 (stereo unspecified)	-1.1	nt	3	2.1	-2.1	i	1	-2.5	-5
Cc1ccccc1S(=O)(=O)N(C)C[C@H]1OCc2cn(nn2)CCCC(=O)N([C@@H](C)CO)C[C@@H]1C	nt	0.3&-1.8&-2.9	nt	-0.8&-1.6&-0.2	nt	nt	0	-1.3	nt
O=[N+]([O-])c1ccc(Cl)c(NC2=NCCCCC2)c1	-0.4	-0.9	-7	1.4	-1.5	-0.3	-2	-3.2	0
O=C(O)c1cc(-c2ccc(/C=C3\NC(=O)N(c4ccccc4)C3=O)o2)ccc1Cl	-0.3	0.0	-7	2.1	-0.1	-0.5	-1	1.7	1
O=C(NCCCc1ccccc1)c1ccc(Br)o1	0.7	-4.2	-6	nt	0.6	i	0	-1.2	16
C=CCOC(=O)c1[nH]c2c(c1C)C(=O)CC(c1cc(OC)c(OC)c(OC)c1)C2 (stereo unspecified)	-4.4	2.8	19	nt	0.0	-0.3	1	-2.0	-1
COc1cc(N2Cc3ccccc3C2)ccc1C=O	-1.2	1.7	1	1.6	-0.4	-0.4	2	-0.8	34*
CC(C)N(C(=O)CSc1ccc(S(=O)(=O)N2CCCCC2)cn1)C(C)C	0.0	-0.2	21	1.4	1.9	-0.6	3	-2.4	2
COc1cc2c(cc1OC)N1C(=O)CC(OCC(=O)O)C3C4CC5(CCN5C(=O)C4=O)C2C31 (stereo unspecified)	-1.8	nt	-2	0.9	-0.3	i	5	0.4	1

Later entries
SMILES	Mtb UGM inh	BioA inh	Y pestis TopoI	TcdB GH inh	PfHsp40 yeast	BH1578 lux ind	FBA Mtb inh	FadD28 FP inh	GDH-TPI inh
CC(NC(=O)CNC(=O)C1CCCCC1)c1ccc(S(N)(=O)=O)cc1 (stereo unspecified)	-1.7	0.3	0	1.1	-0.8	-0.5	2	0.9	-7
CC(C)(C)OC(=O)N1CCC[C@H]1C(=O)O	-3.9	-1.3	3	1.3	0.6	-0.5	2	-1.3	4
COCCNc1oc(-c2ccc(C)cc2)nc1C#N	0.5	nt	-2	nt	0.3	-0.5	200*	0.2	23
COc1ccccc1C(O)(C(=O)NN(C)c1ccccc1)c1ccccc1OC	-0.6	nt	3	0.5	0.6	0.2	0	-4.6	-4
Cc1ccc2cc(CCNS(=O)(=O)c3ccc(Cl)cc3)c(=O)[nH]c2c1C	-0.4	1.8	34	0.0	0.6	-0.3	0	-29	5
